From PubChem BioAssay
eIF4E 4G PPI = inhibitors of eIF4E and eIF4G interaction in translation initiation; 220,000 compounds, 0.37% hits; TR-FRET eIF4E-eIF4GI(517-606) binding, 2 h; inhibition, % at 21.7 µM;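 active = inhibition above about 30%, limit read from the data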;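 also: 0% = full FRET control wells and 100% = background wells lacking eIF4GI fragment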
MDM2 E3 inh = Mdm2 E3 ligase (human) inhibition. Q00987. cell-based MDM2 ubiquitination luciferase reporter, 2 h; 0 = plate control, 100 = twice control, blank-subtracted. signal enhancement, % at 5 µM. 210,000 compounds, 0.11% hits. AID 1230;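 active = signal enhancement of 30% or more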;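 also: luminescence tracks abundance of the self-degrading MDM2-luciferase fusion protein; higher signal means inhibition of MDM2 E3 ligase activity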
Target sequence (Q00987 whole entry, looked up, the tested form may be a part): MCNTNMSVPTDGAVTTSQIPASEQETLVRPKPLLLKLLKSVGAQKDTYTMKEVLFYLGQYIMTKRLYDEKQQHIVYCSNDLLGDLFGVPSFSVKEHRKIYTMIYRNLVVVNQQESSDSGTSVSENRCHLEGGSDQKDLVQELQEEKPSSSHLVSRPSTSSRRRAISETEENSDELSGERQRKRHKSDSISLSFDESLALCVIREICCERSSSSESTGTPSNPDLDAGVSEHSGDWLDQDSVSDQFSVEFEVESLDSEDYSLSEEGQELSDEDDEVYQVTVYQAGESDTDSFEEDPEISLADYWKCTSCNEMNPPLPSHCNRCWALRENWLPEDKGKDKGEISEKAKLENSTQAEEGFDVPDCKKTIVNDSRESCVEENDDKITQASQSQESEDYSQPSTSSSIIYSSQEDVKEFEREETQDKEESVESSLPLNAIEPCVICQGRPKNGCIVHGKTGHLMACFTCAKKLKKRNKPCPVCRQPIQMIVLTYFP
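Material: Stable MDM2–luciferase fusion reporter cells | Amount: 2000 cells seeded into each well | Dosing: One concentration, 5 µM, with 0.2% DMSO | Incubation: 4 h cell settling then 2 h compound exposure, 37 °C | Measured by: Luciferase luminescence | Read-out basis: % enhancement relative to plate controls after blank subtraction | Benchmarks: Control and blank well means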
Cl transport mod = modulates chloride dependent transport by human KCC2; KCC2 cells, thallium flux FluoZin-2 fluorescence; 190,000 compounds, 2.2% hits; Q9H2X9; B-score of Tl+ flux slope (higher = more flux/activation; lower = inhibition) at 10 µM; AID 1456;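 active = thallium flux slope and its plate-corrected score both differing from the plate sample mean at a set confidence after two filtering rounds, in either direction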;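 also: slope of fluorescence scaled to starting intensity during 10 to 20 s after thallium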
Calpain2 inh = inhibitors of pig calpain II. 220,000 compounds, 0.37% hits. inhibition, % at 16 µM. purified calpain II, fluorogenic peptide substrate, 30 min;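 active = inhibition above about 50%, limit read from the data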
L929 necroptosis = L929 zVAD cell death inhibition; viability rescue, % at 10 µM; L929 zVAD necroptosis rescue, ATP luminescence, 24 h; with zVAD 60 µM; 220,000 compounds, 0.38% hits; AID 1377;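 active = activation, scaled between plate controls, above about 75%, limit read from the data; inactive = activation under that limit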;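 also: 0% = zVAD with DMSO and 100% = DMSO alone without zVAD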
EBV gp42 inh = inhibitors of Epstein-Barr virus glycoprotein 42; Q1HVG2; Fluorescence polarization binding assay, mP read-out; inhibition, % (tested at 21.74 µM); 220,000 compounds, 0.42% hits; in the data active = inhibition above about 50%
Target sequence (Q1HVG2 whole entry, looked up): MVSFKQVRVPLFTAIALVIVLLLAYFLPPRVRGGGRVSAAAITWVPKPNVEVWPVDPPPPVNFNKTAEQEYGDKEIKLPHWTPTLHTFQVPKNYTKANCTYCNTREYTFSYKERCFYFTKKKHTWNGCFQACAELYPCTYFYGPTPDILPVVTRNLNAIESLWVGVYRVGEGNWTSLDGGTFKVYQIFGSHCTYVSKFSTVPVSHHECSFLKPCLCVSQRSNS
PERK inh = human PERK inhibition, primary cell-based screen. 220,000 compounds, 0.17% hits. inhibition, % at 5.6 µM. CHO PERK-DD fusion, SEAP luminescence translation reporter. Q9NZJ5;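 active = inhibition above the mean inhibition of all tested compounds plus 3 SD, set separately per screening campaign, cut at about 2.9% in these data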;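 also: PERK kinase domain activated by AP20187 dimerizer at 100 nM; 0% = DMSO with dimerizer and 100% = rapamycin at 8.4 µM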
Rad51 HR inh = Rad51 (human) homologous recombination inhibition. Q06609. hRad51 DNA strand exchange, fluorescence dequenching. inhibition, % at 10 µM. 200,000 compounds, 0.085% hits;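 active = inhibition above 40% at the single screening dose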;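 also: 0% = DMSO control wells and 100% = blanks with heterologous ssDNA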
Target sequence (Q06609 whole entry, looked up): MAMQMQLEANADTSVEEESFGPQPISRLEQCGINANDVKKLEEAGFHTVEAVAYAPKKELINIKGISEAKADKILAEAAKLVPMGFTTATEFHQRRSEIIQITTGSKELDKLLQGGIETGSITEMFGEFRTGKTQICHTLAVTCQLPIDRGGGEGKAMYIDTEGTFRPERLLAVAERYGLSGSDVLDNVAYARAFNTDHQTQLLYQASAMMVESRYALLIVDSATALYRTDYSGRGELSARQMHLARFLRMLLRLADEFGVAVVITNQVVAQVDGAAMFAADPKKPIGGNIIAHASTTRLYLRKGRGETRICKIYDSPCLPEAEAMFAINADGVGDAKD
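System: hRad51 filaments on single-stranded DNA; reagent: Fluorescein- and BHQ1-tagged 47-mer duplex; compound dosing: one concentration, 10 µM final; timing: filaments 15 min 37 °C, then compound 30 min; measured by: fluorescein emission 520 nm, excitation 485 nm; benchmarks: per-plate controls and blanks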
TNF death inh = blocks TNF-alpha induced death of Jurkat FADD-/- cells | Jurkat FADD-/- TNF necroptosis rescue, ATP luminescence, 24 h; 0 = TNF only, 100 = no-TNF cells | activation (protection from cell death), % at 10 µM | 220,000 compounds, 0.068% hits | AID 463075;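 active = activation, meaning protection from cell death, of at least 50% relative to plate controls; inactive = activation below 50%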;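 also: necroptosis triggered by 40 ng/mL TNF-alpha added together with compound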
Numbers without * were called inactive; i = inactive; · = not tested or not shown; & = joins results of further samples; [ ] = another dose, or the depositor's remark. Only part of the results is shown; count on the stated rates, not on these rows.

canonical_smiles	eIF4E 4G PPI	MDM2 E3 inh	Cl transport mod	Calpain2 inh	L929 necroptosis	EBV gp42 inh	PERK inh	Rad51 HR inh	TNF death inh
Cc1cc(N2C(=O)CC(N3CCC(n4c(=O)[nH]c5ccccc54)CC3)C2=O)no1 (configuration not stated)	4[fluorescence artefact?]	18	-0.16	0	0.1	-21	0.3	15	-0.8
CCCCNC(=O)NC(C(N)=O)P(=O)(OCC)OCC (configuration not stated)	-4	-21	-0.093	-13	3.0	-2	-0.1	-15	0.6
O=C(Cc1ccccc1)OCCN1CCCCC1	-21[fluorescence artefact?]	-13	1	-28	-0.2	-10	0.8	0	0.5
CCCC(=O)Nc1cc(C(=O)N2CCC3(CC2)OCCO3)ccc1S(=O)(=O)c1ccc(C)cc1	0	-25	-5.2*	2	0.1	-10	-0.5	-4	-1.4
COc1ccccc1Cn1c(SCC(=O)C(C)(C)C)nc2cc(C(=O)N3CCC4(CC3)OCCO4)ccc2c1=O	-3	0	-2.2	-41	0.8	3	-0.1	10	2.1
CCCCP(=O)(O)CCC(=O)O	2	12	-0.1	1	-0.1	-10	0.1	-1	-0.6
CC(=NCc1ccc2c(c1)OCO2)c1c(O)n(Cc2ccccc2)c(=O)[nH]c1=O	-4	6	-0.067	-8	0.0	-3	-1.1	·	-1.2
CCC(=O)N1N=C2C3CCN(CC3)C2C1c1ccccc1 (configuration not stated)	-11[fluorescence artefact?]	-6	0.73	-14	-0.3	-18	0.6	7	-2.1
CCn1nc(-c2cccs2)nc2c(=O)n(C)c(=O)nc1-2	-5[fluorescence artefact?]	-18	·	41	·	7	·	·	·
Cc1cccc(NC(=O)OC2CN3CCC2CC3)c1 (configuration not stated)	2	-13	-0.54	-8	-0.2	-14	-0.1	·	3.5
CCN(CC)CCN=Cc1c(O)n(CCC2=CCCCC2)c(=O)[nH]c1=O	3	2	1	5	0.2	-34	1.5	-27	-1.5
CC1CN(c2ccc([N+](=O)[O-])c(N3CCCCC3)c2)CCN1 (configuration not stated)	-7	-15	-0.77	4	0.5	-6	-1.1	·	4.1
CCN1C(=O)C(=C2C=C(C)OC(C)=C2)C(=O)N(CC)C1=S	1	-4	-0.64	-11	0.4	-7	1.2	-4	-1.6
CN1CCN(/N=C/c2c(O)n(C)c(=O)n(C)c2=O)CC1	-4	-13	0.68	-10	-0.1	-3	-0.1	6	-0.2
CCN1CC2([N+](=O)[O-])CC=C(Cl)C([N+](=O)[O-])(C1)C2 (configuration not stated)	2	0	-0.57	-5	-0.9	0	-0.1	-81	-0.9
CCn1c(O)c(C(c2ccccn2)c2c(O)n(CC)c(=S)[nH]c2=O)c(=O)[nH]c1=S	4	5	1.2	15	-0.2	8	-1.4	-3	-2.0
O=P(O)(Oc1ccccc1)OC(c1ccccc1)C(F)(F)C(F)(F)F (configuration not stated)	-6	-5	-0.023	-27	1.5	7	-0.1	-3	-0.5
Cn1cc(C(=O)N2CCOCC2)c2ccccc21	2	3	0.95	5	1.1	-6	0.1	3	0.0
COc1ccc(C(=O)N2CCCC2=O)cc1	2	·	-1.7	-11	1.1	-9	3.0*	-17&7	2.3
O=C(C1CCCN(S(=O)(=O)c2cccc3nsnc23)C1)N1CCC2(CC1)OCCO2 (configuration not stated)	-1	-2	0.27	21	0.4	12	-0.3	1	0.4
Cc1ccc(CN2C3CCCC2CC(NC(=S)NCc2ccccc2)C3)cc1 (configuration not stated)	2	-2	-0.46	-6	-0.8	0	0.4	·	-0.3
CCN(CC)CC(=O)Nc1ccc(Cl)cc1C(=O)c1ccccc1	3	·	0.97	25	0.4	-12	-0.1	10	-1.4
N=C1SCC(=O)N1Cc1ccccc1	-1	-4	0.86	19	0.0	7	1.3	10	0.0
Cc1ccc(NC2=NCCCS2)c(C)c1C	8	-2	0.092	-8	-0.1	1	1.3	3	1.2
CN1/C(=C\C=C\C2=[N+](C)c3ccc4ccccc4c3C2(C)C)C(C)(C)c2ccccc21	-169[fluorescence artefact?]	-64	-6*	24	16	97*	-3.2	36	-15
COc1ccc2[nH]cc(CCN=C(N)N)c2c1	13	-49	-0.2	-23	1.7	2	0.9	8	-0.2
CC(C)NS(=O)(=O)c1ccc(OCC(=O)N2CCN(Cc3ccccc3)CC2)c(Cl)c1	-5	-12	-1.2	29	-0.5	-2	-1.7	·	-1.7
CCOc1ccccc1C1SCC(=O)Nc2c1c(=O)[nH]n2C(CC)CC (configuration not stated)	-5	2	1	-25	2.0	-4	-0.2	-15	0.9
CC(C)OCCCNC(=O)c1c(N)n(CC2CCCO2)c2nc3ccccc3nc12 (configuration not stated)	·	-12	0.43	·	-0.1	·	-1.2	4	0.1
COc1ccc(NC(=O)N2CCC3(CC2)OCCO3)c(OC)c1	2	-5	-1.1	-2	-0.8	1	2.0	-12	-0.1
CC1CN=C(Nc2ccc(F)c(Cl)c2)S1 (configuration not stated)	2	-13	0.0062	20	-0.2	-4	0.4	-13	7.9
CC(=O)NNC(=O)CN1C(=O)CN=C(c2ccccc2)c2cc(Br)ccc21	2	1	·	5	0.5	-19	-0.1	0	0.3
CC(C)NC(C)C(=O)C12CC3CC(CC(C3)C1)C2 (configuration not stated)	6[fluorescence artefact?]	14	-0.25	9	-0.2	-13	0.6	-9	2.0
COc1cc(/C=C2\C(=O)NC(=O)N(CCc3ccc(F)cc3)C2=O)ccc1O	3	-10	0.084	4	0.4	-11	0.6	-9	2.2
c1ccc2c(CN3CCCCC3)c[nH]c2c1	-1	-11	-0.0087	14	-0.2	-3	-1.0	-14	2.2
CC(NC1CCCCC1)C(O)C12CC3CC(CC(C3)C1)C2 (configuration not stated)	14	-14	0.78	15	-0.1	-9	-1.1	-5	2.0
COc1ccc(N2CCN(CCCN)CC2)cc1	·	·	-0.0081	·	0.3	·	-0.3	12	-0.2
Cc1cc(C=C2C(=O)N(C)C(=S)N(C)C2=O)c(C)n1C1CCCC1	-11	-21	-1.2	-41	0.2	-17	0.0	-18	-4.2
NCCc1c[nH]c2ccc(F)cc12	-1	·	·	-8	0.4	-9	0.8	-4	-0.6
COc1ccc(C2NCCc3[nH]cnc32)cc1 (configuration not stated)	0	-13	-0.091	-23	13	-1	-0.9	2	0.8
Cc1ccc(P(=S)(c2ccc(C)o2)N2CCOCC2)o1	-7	-15	0.39	-11	-0.5	-12	-1.1	4	0.0
CCOP(=O)(OCC)/C(C#N)=C/c1ccoc1	-1	-6	0.069	-25	1.0	4	1.1	-16	-0.7
CCOC(=O)c1c(C)n(CCOC)c2ccc(O)cc12	11[fluorescence artefact?]	-2	-0.029	-5	1.5	2	0.8	8	-1.6
Nc1ccc2c(c1)Cc1ccccc1-2	4	-1	-1.3	-29	3.2	-8	0.2	8	-2.1
CCC12CN3CC(CC)(CN(C1)C3c1cccnc1)C2=O (configuration not stated)	-1	-14	-0.023	-14	0.0	-22	0.6	2	-1.0
O=C(c1cccs1)C1CN2CCC1CC2 (configuration not stated)	-10	-18	0.36	16	-0.1	-14	1.1	-3	-0.3
CN1c2ccc([N+](=O)[O-])cc2CC2(C(=O)NC(=O)NC2=O)C1c1ccccc1 (configuration not stated)	1	-18	-0.15	9	0.6	-6	0.7	7	1.0
O=C(CNC(=O)c1ccccc1)Nc1ccc(Br)cc1C(=O)c1ccccc1	-8	-3	-1.4	11	0.0	-6	-0.8	5	-2.3
CN1C(=O)C(C2c3ccccc3C(=O)N2Cc2ccccc2)C(=O)N(C)C1=O (configuration not stated)	-5	-9	1.9	-27	3.0	-15	1.1	15	0.2
Cc1[nH]c2c(C(F)(F)F)cccc2c1CCN	-2	-14	-0.099	-9	0.9	-3	0.1	-1	-19
CCOc1ccc(N=Cc2c(O)n(-c3ccc(C)c(C)c3)c(=O)[nH]c2=O)cc1	-4	6	-0.8	-6	-0.5	-10	0.0	·	-5.5
COc1ccc(C)cc1NC(=O)c1c(C)nn(Cc2ccccc2)c1Cl	1	-9	-0.077	15	0.5	5	0.1	0	2.5
Cc1cc(OCc2nn[nH]n2)c2c3c(c(=O)oc2c1)CCCC3	5	-11	-0.42	i	0.4	-7	0.0	-1	0.4
C=CCN1C(=O)/C(=C/c2cccs2)C(=O)NC1=S	16	-12	1.4	-9	1.6	-12	0.1	-4	-6.9
COC1=CCC2([N+](=O)[O-])CN(C)CC1([N+](=O)[O-])C2 (configuration not stated)	3	-4	0.016	-14	0.7	-6	0.6	-6	-3.1
c1ccc2c(c1)CNc1ccccc1O2	-10	-6	0.047	3	0.4	-12	0.3	1	-4.7
CN1C(=O)CN=C(c2ccccc2)c2cc([N+](=O)[O-])ccc21	7	·	0.95	11	·	-14	1.1	·	·
FC(F)(F)c1cccc(N2CCNCC2)c1	3	·	1.3	8	·	-7	1.4	1	·
CN(C)/C=C/C(=O)C(Cl)(Cl)Cl	5	-19	1.7	11	0.2	0	2.0	·	-0.5
CN(CC1COc2ccccc2O1)c1nc(-c2cccnc2)nc2ccccc12 (configuration not stated)	7[fluorescence artefact?]	-20	·	8	7.2	5	-1.2	-1	-12

Remaining list, next part.
canonical_smiles	eIF4E 4G PPI	MDM2 E3 inh	Cl transport mod	Calpain2 inh	L929 necroptosis	EBV gp42 inh	PERK inh	Rad51 HR inh	TNF death inh
CC1(C)C(=O)C=C[C@]2(C)[C@H]3CC[C@@]4(C)[C@H](c5ccoc5)OC(=O)[C@H]5O[C@]54[C@]3(C)[C@H](O)C[C@@H]12	6	·	0.13	-24	-1.2	-5	-0.6	·	-0.8
CCCCn1c(O)c(C(C)=NCCCN(CC)CC)c(=O)[nH]c1=O	-5[fluorescence artefact?]	-4	·	-25	-0.6	10	-0.4	-12	0.2
Cc1ccc(OCC(=O)N2CCN(Cc3ccc4c(c3)OCO4)CC2)cc1C	1	-15	0.22	22	-0.5	-4	0.3	·	0.9
O=c1[nH]c(=S)n(C2CC2)c(O)c1C=NCCc1ccccc1	1	-15	0.25	22	0.9	-8	1.2	-4	2.5
CCN1CCC2(CC1)NC(=O)c1ccccc1O2	2	-16	-0.08	15	-0.2	6	0.5	·	0.5
COc1ccccc1CCNC1CCC(C)CC1 (configuration not stated)	2	7	0.35	-1	0.0	8	0.2	3	3.2
Cc1cc(C(=O)CS(=O)c2ccc(F)cc2)cc(C)c1OC(=O)N(C)C (configuration not stated)	1	-6	0.63	-1	1.5	-6	0.8	-37	-0.2
O=c1c2ccccc2nc(/C=C/c2ccc([N+](=O)[O-])o2)n1-c1ccc(O)cc1	7	2	1.2	-55	3.2	-34	0.9	-8	-3.2

Reformatted as labelled records: entries from further up.
CCC12CN3CC(CC)(CN(C1)C3c1cccnc1)C2=O (configuration not stated)
  eIF4E 4G PPI: -1
  MDM2 E3 inh: -14
  Cl transport mod: -0.023
  Calpain2 inh: -14
  L929 necroptosis: 0.0
  EBV gp42 inh: -22
  PERK inh: 0.6
  Rad51 HR inh: 2
  TNF death inh: -1.0

CCN1C(=O)C(=C2C=C(C)OC(C)=C2)C(=O)N(CC)C1=S
  eIF4E 4G PPI: 1
  MDM2 E3 inh: -4
  Cl transport mod: -0.64
  Calpain2 inh: -11
  L929 necroptosis: 0.4
  EBV gp42 inh: -7
  PERK inh: 1.2
  Rad51 HR inh: -4
  TNF death inh: -1.6
